High-throughput results: PubChem BioAssay, The Scripps Research Institute Molecular Screening Center
CHRM5 antagonist: human M5 muscarinic receptor antagonists, primary screen, CHO cells, Fluo-8 calcium fluorescence | CHO-hM5 cells, ACh EC80 | inhibition, % at 3 µM | 0.59% of 360,000 active;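 active means inhibition above a per-plate cutoff, the mean of that plate's test compounds plus 3 SD, cut at about 27% in these data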;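 further: 0% = acetylcholine EC80 with DMSO and 100% = DMSO without agonist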
Target sequence (P08912 whole entry, looked up): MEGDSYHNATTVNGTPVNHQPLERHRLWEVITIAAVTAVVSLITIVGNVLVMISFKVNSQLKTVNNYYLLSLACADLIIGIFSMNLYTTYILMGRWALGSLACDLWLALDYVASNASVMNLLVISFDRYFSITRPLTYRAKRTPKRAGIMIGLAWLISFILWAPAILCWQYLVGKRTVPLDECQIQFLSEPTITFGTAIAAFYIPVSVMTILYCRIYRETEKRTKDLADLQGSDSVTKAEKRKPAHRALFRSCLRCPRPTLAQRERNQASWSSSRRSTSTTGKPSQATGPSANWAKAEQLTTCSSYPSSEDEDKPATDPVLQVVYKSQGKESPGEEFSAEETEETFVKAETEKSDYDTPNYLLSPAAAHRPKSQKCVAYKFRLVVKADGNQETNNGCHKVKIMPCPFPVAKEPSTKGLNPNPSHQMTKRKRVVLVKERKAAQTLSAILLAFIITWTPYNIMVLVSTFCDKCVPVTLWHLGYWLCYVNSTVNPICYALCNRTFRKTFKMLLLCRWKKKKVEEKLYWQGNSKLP
CHO-K1 Ca antag: counter-screen for M1 antagonists: effect in parental CHO-K1 cells; ATP-induced calcium, Fluo-8 fluorescence; inhibition, % at 3 µM; 0.6% of 360,000 active; AID 602250;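 active means inhibition above a per-plate cutoff, the plate's mean sample inhibition plus 3 SD, cut at about 24% in these data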;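 further: 0% = DMSO plus EC80 ATP and 100% = DMSO alone without ATP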
M5 PAM: human M5 muscarinic receptor positive allosteric modulators, primary screen, CHO-K1 cells, Fluo-8 calcium fluorescence. 0.3% of 360,000 active. Muscarinic acetylcholine receptor M5 (Homo sapiens), P08912. AID 624038, 2012. CHO-K1 hM5, ACh EC20 PAM; 0% = ACh EC20, 100% = ACh EC100. activation, % at 3 µM;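 active means activation above the run cutoff, the mean activation of all test compounds plus 3 SD, cut at about 18% in these data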
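Assay system: CHO-K1 hM5 cells / Incubation: Fluo-8 loading 80 min at 37 °C plus 30 min room temperature / Technique: Fluo-8 calcium dye fluorescence, kinetic read / Repeats: single replicate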
M4 antag: human M4 muscarinic receptor antagonists, primary screen, CHO cells, Fluo-8 calcium fluorescence | CHO-hM4 cells, ACh EC80 | inhibition, % at 3 µM | 0.73% of 360,000 active;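 active means inhibition above its plate's cutoff, the mean inhibition of sample wells plus 3 SD, cut at about 27% in these data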;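 further: 0% = acetylcholine EC80 with DMSO and 100% = DMSO without agonist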
Target sequence (P08173 whole entry, looked up): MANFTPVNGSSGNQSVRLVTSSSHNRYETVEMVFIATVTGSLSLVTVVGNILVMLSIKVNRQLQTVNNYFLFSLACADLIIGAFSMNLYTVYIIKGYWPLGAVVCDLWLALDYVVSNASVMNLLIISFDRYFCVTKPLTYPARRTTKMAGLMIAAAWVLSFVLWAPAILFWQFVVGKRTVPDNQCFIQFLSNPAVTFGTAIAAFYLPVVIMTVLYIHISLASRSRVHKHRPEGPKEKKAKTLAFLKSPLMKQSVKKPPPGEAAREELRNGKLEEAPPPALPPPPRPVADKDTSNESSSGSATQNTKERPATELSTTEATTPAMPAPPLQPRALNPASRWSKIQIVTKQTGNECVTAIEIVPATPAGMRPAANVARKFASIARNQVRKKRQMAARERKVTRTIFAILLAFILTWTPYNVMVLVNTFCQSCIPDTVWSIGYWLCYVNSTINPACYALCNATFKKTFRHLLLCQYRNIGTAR
M1 ag parental: counter-screen for M1 agonists: effect in parental CHO-K1 cells | Fluo-8 calcium fluorescence; scaled to maximal ATP response, vehicle zero | activation, % at 3 µM | 0.48% of 360,000 active | AID 602248, 2012; in the data active means activation above about 15%;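 further: untransfected CHO-K1 host cells lacking M1 receptor as counterscreen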
CHO-K1 Ca PAM: nonselective calcium activators in parental CHO-K1 cells, primary screen, counter-screen for M1 PAM project, cell-based, Fluo-8 calcium fluorescence, full deck, 1536-well; activation, % at 3 µM; ATP EC20; 0% at ATP EC20, 100% at ATP max; 0.02% of 360,000 active;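 active means activation above the run cutoff, the mean activation of all test compounds plus 3 SD, cut at about 40% in these data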;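 further: peak over basal fluorescence ratio in a 140 s read after ATP addition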
M4 PAM: human M4 muscarinic receptor positive allosteric modulators, primary screen, CHO-K1 cells, Fluo-8 calcium fluorescence; Muscarinic acetylcholine receptor M4 (Homo sapiens), P08173; CHO-K1 hM4/Gqi5, ACh EC20; 0% = ACh EC20, 100% = maximal ACh; activation, % at 3 µM; 0.4% of 360,000 active; AID 624126, 2012;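 active means activation above its plate's cutoff, the mean activation of sample wells plus 3 SD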; further: some results filed as inactive read as strong as hits
M5 ag: human M5 muscarinic receptor agonists, primary screen, CHO-K1 cells, Fluo-8 calcium fluorescence. activation, % at 3 µM. 0.19% of 360,000 active. CHO-K1 hM5 cells; 0% DMSO wells, 100% maximal acetylcholine response;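 active means activation above the run's mean over test compounds plus 3 SD, cut at about 23% in these data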;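 further: signal is peak over basal fluorescence ratio across the kinetic read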
M4 ag: human M4 muscarinic receptor agonists, primary screen, CHO-K1 cells, Fluo-8 calcium fluorescence; 0.14% of 360,000 active; activation, % at 3 µM; Muscarinic acetylcholine receptor M4 (Homo sapiens), P08173; CHO-K1 hM4/Gqi5; vehicle 0%, full acetylcholine response 100%;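 active means activation above the run mean over all test wells plus 3 SD, cut at about 32% in these data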;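 further: peak over basal fluorescence ratio per well then scaled between controls; 0% = DMSO wells and 100% = acetylcholine at EC100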
* hit, by the source's call.

1: O=C(CNC(=O)c1ccc(Br)o1)Nc1ccccc1
2: CNC(=O)CCCc1nc(-c2ccccc2Cl)no1
3: O=C(C1COc2ccccc2O1)N1CCCCC1 (centres undefined)
4: COC(=O)c1cccc(N2C(=O)c3ccccc3S2(=O)=O)c1
5: C=CCn1cc(C(=O)NCCCOC)c(=O)c2cc(S(=O)(=O)N3CCC(C)CC3)ccc21
6: Cc1ccccc1NC(=S)c1nc2ccccc2[nH]1
Compound	1	2	3	4	5	6
CHRM5 antagonist	-5	3	9	-4	0	12
CHO-K1 Ca antag	-5	-10	24*	-4	19	10
M5 PAM	2	-3	-3	-6	-3	-3
M4 antag	-18	3	2	-6	-3	-4
M1 ag parental	1.1	0.6	-0.6	0.8	0.9	-0.5
CHO-K1 Ca PAM	6	3	-20	0	-2	-12
M4 PAM	7	-2	1	-1	-3	0
M5 ag	-4	1	1	-6	0	-5
M4 ag	1	1	10	1	1	-1

7: Cc1ccc(C)c(S(=O)(=O)N/N=C/c2ccc(F)cc2)c1
8: N=c1c(S(=O)(=O)c2ccc(Cl)cc2)cc2c(=O)n3ccccc3nc2n1CCc1ccccc1
9: CCOC(=O)c1c(NC(=O)CCS(=O)(=O)c2ccccc2)sc2c1CCN(C)C2
10: O=C(C1CCCCC1)N1CCCC(c2nc3c(nnn3Cc3ccccc3)c(=O)[nH]2)C1 (centres undefined)
11: CC[C@@]1(c2ccccc2C)C(=O)N(C(=O)OC)N1C(=O)OC
12: CCOC(=O)C(NC(C)=O)(Nc1ccc(S(=O)(=O)Nc2ccncn2)cc1)C(F)(F)F (centres undefined)
Compound	7	8	9	10	11	12
CHRM5 antagonist	4	-3	16	-6	1	-8
CHO-K1 Ca antag	-20	5	-1	-20	-21	-8
M5 PAM	0	5	-4	-1	7	-1
M4 antag	-6	2	13	-4	-12	-11
M1 ag parental	1.2	1.2	0.1	0.9	0.4	0.2
CHO-K1 Ca PAM	27	5	-2	-9	9	18
M4 PAM	-5	6	-13	5	18	6
M5 ag	-4	-3	-4	0	1	-1
M4 ag	1	1	1	3	2	0

13: c1ccc(OCc2nn3c(C4CCCCC4)nnc3s2)cc1
14: CC(C)(C)Nc1nc2ccc([N+](=O)[O-])cc2o1
15: CCN(CC)Cc1c(O)ccc2cc(-c3nc4ccccc4n3C)c(=O)oc12
16: Cc1cccc(N(C(=O)Cn2nnc(-c3ccc(C)o3)n2)C(C(=O)NC2CCCC2)c2ccncc2)c1 (centres undefined)
17: CC(C)(C)S(=O)(=O)c1cnc(-c2ccccn2)nc1N
18: Cn1cccc1CC(=O)N/N=C\c1c2ccccc2cc2ccccc12
Compound	13	14	15	16	17	18
CHRM5 antagonist	1	0	7	21	-2	-7
CHO-K1 Ca antag	-23	4	-7	3	-11	16
M5 PAM	5	-5	-7	-3	1	1
M4 antag	-10	-3	-2	12	-2	-11
M1 ag parental	1.7	0.1	0.5	-0.4	0.3	-0.3
CHO-K1 Ca PAM	-2	-7	-8	-1	1	-11
M4 PAM	12	-5	-9	-9	-12	3
M5 ag	1	-1	-5	-2	1	-1
M4 ag	7	1	2	0	1	0

19: COc1ccccc1N(CCC#N)C(=O)CSc1nnc2ccccn12
20: CCOC(=O)c1nc(C)nc(Sc2n[nH]c(-c3cc(C(F)(F)F)cc(C(F)(F)F)c3)n2)c1C
21: COc1ccccc1NC(=O)N(Cc1ccccc1)c1ccccn1
22: O=C(NCc1ccccc1)OCCN1CCN(Cc2ccccc2)CCC1=O
23: CCCCNC(=O)C1(C)CCN1C(=O)c1cccc2c1OCCO2 (centres undefined)
24: C=CCC[C@@H](Cc1ccc(F)cc1)C(=O)OC[C@H](Cc1c[nH]c2ccccc12)NC(=O)[C@@H](CC=C)CC(=O)N[C@@H](CO)Cc1ccccc1
Compound	19	20	21	22	23	24
CHRM5 antagonist	1	1	2	7	-4	20
CHO-K1 Ca antag	-18	-4	0	-10	-15	3
M5 PAM	-1	7	-3	-9	1	-6
M4 antag	6	-9	8	-13	3	10
M1 ag parental	0.2	0.5	0.0	-0.1	0.8	0.8
CHO-K1 Ca PAM	-8	-9	4	2	16	14
M4 PAM	6	13	15	-2	0	4
M5 ag	2	5	-4	4	0	-2
M4 ag	1	1	-2	0	0	4

25: O=C(NCc1ccco1)c1ccc(S(=O)(=O)N2CCCc3ccccc32)cc1
26: CCOC(=O)c1c(C)[nH]c(C(=O)COC(=O)c2ccc(F)c(S(=O)(=O)N3CCOCC3)c2)c1C
27: COc1ccc(NC(=O)CNC(=O)C2CCCCC2)cc1
28: CCCn1c(N)c(C(=O)CSc2nnc(-c3c[nH]c4ccccc34)n2C2CC2)c(=O)[nH]c1=O
29: N#Cc1ccccc1/C=N/Nc1nc(-c2ccccc2)c2cc(Br)ccc2n1
30: Cc1ccccc1OCc1nnc(SCC(=O)Nc2ccc(N3CCOCC3)cc2)n1C
Compound	25	26	27	28	29	30
CHRM5 antagonist	1	-6	8	13	2	0
CHO-K1 Ca antag	-19	0	1	-9	3	12
M5 PAM	-5	1	0	6	1	0
M4 antag	-10	-7	0	-5	-8	-5
M1 ag parental	8.0	-0.1	0.1	1.1	0.5	0.0
CHO-K1 Ca PAM	22	-5	-3	12	5	-15
M4 PAM	-5	2	-3	4	2	-9
M5 ag	-1	-1	-2	0	-10	-2
M4 ag	7	1	0	1	1	1

31: O=C1CCCC(O)=C1N=Nc1c(Cl)cc(C(F)(F)F)cc1Cl
32: COCCNC(=O)c1ccccc1NC(=O)c1ccccc1SC
33: Cc1cc(NC(=O)CS(=O)c2cn(Cc3cccc(Cl)c3)c3ccccc23)no1 (centres undefined)
34: N#Cc1cn(-c2cccc(C(F)(F)F)c2)c(=O)[nH]c1=O
35: Cc1ccc(C)c(CSc2nnc(-c3cccs3)n2Cc2ccco2)c1
36: O=C(Nc1cccnc1Cl)c1cc2ccccc2o1
Compound	31	32	33	34	35	36
CHRM5 antagonist	16	6	2	-5	-4	5
CHO-K1 Ca antag	5	-8	4	-9	-14	-6
M5 PAM	-6	8	-2	3	0	0
M4 antag	-5	1	2	-15	-4	-2
M1 ag parental	-0.1	0.8	5.3	0.6	0.8	0.8
CHO-K1 Ca PAM	-12	18	12	-10	17	18
M4 PAM	6	0	-7	4	14	4
M5 ag	-2	-1	5	-2	-4	-3
M4 ag	0	0	14	1	-2	2

37: O=C(/C=C/c1ccco1)NC(=S)Nc1ccccc1Br
38: COc1cc(C(=O)CCN2CCC(c3ccccc3)C2)cc(OC)c1OC (centres undefined)
39: Cc1ccc([N+](=O)[O-])cc1NC(=O)Nc1cccc(F)c1
40: CCN1CCN(c2ncc(C(=O)Nc3cc(Cl)c(OC)cc3OC)c3ccccc23)CC1
41: CCCN1C(=O)C(O)(CC(=O)c2ccc3c(c2)OCCO3)c2ccccc21 (centres undefined)
42: O=c1cc(Cn2ccnc2)c2cc3c(cc2o1)CCC3
Compound	37	38	39	40	41	42
CHRM5 antagonist	-2	-2	30*	3	1	-2
CHO-K1 Ca antag	13	13	26*	-15	-12	-7
M5 PAM	-1	-1	-17	0	-2	-3
M4 antag	-5	9	22	4	17	16
M1 ag parental	-0.9	-0.1	13	0.7	0.8	0.0
CHO-K1 Ca PAM	-20	-11	-22	24	22	11
M4 PAM	-2	4	-16	-13	-3	-6
M5 ag	-4	-5	10	-5	1	-4
M4 ag	-1	1	23	2	1	1

Record cards, as listed above. Screens in order: CHRM5 antagonist, CHO-K1 Ca antag, M5 PAM, M4 antag, M1 ag parental, CHO-K1 Ca PAM, M4 PAM, M5 ag, M4 ag
COc1ccccc1N(CCC#N)C(=O)CSc1nnc2ccccn12 reads 1, -18, -1, 6, 0.2, -8, 6, 2, 1
C=CCC[C@@H](Cc1ccc(F)cc1)C(=O)OC[C@H](Cc1c[nH]c2ccccc12)NC(=O)[C@@H](CC=C)CC(=O)N[C@@H](CO)Cc1ccccc1 reads 20, 3, -6, 10, 0.8, 14, 4, -2, 4

Next compounds.
43: COCCCNC1=C(C#N)C(=O)NC(c2cccc([N+](=O)[O-])c2)S1 (centres undefined)
44: COc1ccc(-n2c(SC)nc3sc4c(c3c2=O)CCN(C)C4)cc1
45: O=C(CSc1nnc(-c2ccc(F)cc2)o1)N1CCCCC1
46: CCOc1ccc(NC(=S)N2CCC(c3nc4ccccc4[nH]3)CC2)cc1
47: COCCCNC(=O)C(=O)N/N=C/c1cc2c(cc1Br)OCO2
48: CCc1ccc[n+](-c2[nH]c(=O)sc2/C=N/N=C(\[O-])CCn2c3ccccc3c3ccccc32)c1
Compound	43	44	45	46	47	48
CHRM5 antagonist	3	1	5	2	4	8
CHO-K1 Ca antag	9	0	-3	-4	-4	-11
M5 PAM	-2	-1	-1	-2	2	-3
M4 antag	2	5	8	8	2	0
M1 ag parental	0.3	-0.1	6.4	-1.2	-0.8	0.6
CHO-K1 Ca PAM	-13	5	3	-5	-1	19
M4 PAM	1	-5	0	-8	-1	-1
M5 ag	0	-4	-2	-8	-4	-3
M4 ag	0	0	2	-1	0	0

Entries 47–48 from above:
47: COCCCNC(=O)C(=O)N/N=C/c1cc2c(cc1Br)OCO2
48: CCc1ccc[n+](-c2[nH]c(=O)sc2/C=N/N=C(\[O-])CCn2c3ccccc3c3ccccc32)c1
Compound	47	48
CHRM5 antagonist	4	8
CHO-K1 Ca antag	-4	-11
M5 PAM	2	-3
M4 antag	2	0
M1 ag parental	-0.8	0.6
CHO-K1 Ca PAM	-1	19
M4 PAM	-1	-1
M5 ag	-4	-3
M4 ag	0	0

(listing goes on)
49: Cc1cc(C(=O)CSc2nnc(-c3ccc(OC(F)F)cc3)o2)c(C)n1Cc1cccs1
50: COc1ccc(CCNC(=O)c2cnn3ccccc23)c(OC)c1OC
51: C=CCn1c(C)cc(C(=O)CSc2nc3ccccc3o2)c1C
52: O=C(Nc1ccc(O)c2c(=O)cc(-c3ccccc3Cl)oc12)c1ccc(Cl)cc1Cl
53: COc1ccc(OCC(=O)NC(=O)c2ccccc2OC)c([N+](=O)[O-])c1
54: CC(C)(C)c1cn(-c2ccc(Cl)cc2)c(=S)[nH]1
Compound	49	50	51	52	53	54
CHRM5 antagonist	0	0	6	-2	2	1
CHO-K1 Ca antag	4	-11	-16	-22	-10	-10
M5 PAM	4	-4	-28	9	1	-7
M4 antag	4	-6	-2	-11	0	2
M1 ag parental	0.6	1.3	2.7	0.3	3.0	0.3
CHO-K1 Ca PAM	1	16	-25	16	6	16
M4 PAM	-3	4	-6	4	0	-3
M5 ag	1	2	-12	1	2	-1
M4 ag	0	3	6	2	0	-1

55: CCN1CCc2c(sc(N)c2C(N)=O)C1
56: CC(C)(C)OC(=O)C[C@@H]1C/C=C\C[C@H](CC(=O)N(CCO)Cc2ccccc2)C(=O)NCCOC1=O
57: N#C/C(=C/c1cccc([N+](=O)[O-])c1)C(=O)Nc1ccccc1O
58: Cc1ccc(OCc2nnc(SCC(=O)Nc3ccc(N4CCOCC4)cc3)o2)cc1
59: O=C1NC[C@H](c2ccccc2)N(CCc2cccc(F)c2)C1=O
Compound	55	56	57	58	59
CHRM5 antagonist	-8	-1	12	-1	-1
CHO-K1 Ca antag	-1	-12	6	-12	-10
M5 PAM	-2	2	-7	5	7
M4 antag	3	-6	10	4	-1
M1 ag parental	1.3	0.0	-0.4	1.4	0.5
CHO-K1 Ca PAM	13	4	-20	10	8
M4 PAM	9	3	-9	1	3
M5 ag	0	0	0	0	0
M4 ag	0	1	1	2	3
